HTR2A ag: agonists of mouse serotonin 5-HT2A receptor (HTR2A). P35363. CHO-K1 mHTR2A beta-arrestin complementation, luminescence; percent of 30 µM serotonin response. activation, % at 7.6 µM. 0.66% of 360,000 active. AID 624169;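 active = activation above a run cutoff, the mean activation of all tested compounds plus 3 SD, cut at about 14% in these data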;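 also: 0% = plate median of compound wells and 100% = 30 µM serotonin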
Target sequence (P35363 whole entry, looked up): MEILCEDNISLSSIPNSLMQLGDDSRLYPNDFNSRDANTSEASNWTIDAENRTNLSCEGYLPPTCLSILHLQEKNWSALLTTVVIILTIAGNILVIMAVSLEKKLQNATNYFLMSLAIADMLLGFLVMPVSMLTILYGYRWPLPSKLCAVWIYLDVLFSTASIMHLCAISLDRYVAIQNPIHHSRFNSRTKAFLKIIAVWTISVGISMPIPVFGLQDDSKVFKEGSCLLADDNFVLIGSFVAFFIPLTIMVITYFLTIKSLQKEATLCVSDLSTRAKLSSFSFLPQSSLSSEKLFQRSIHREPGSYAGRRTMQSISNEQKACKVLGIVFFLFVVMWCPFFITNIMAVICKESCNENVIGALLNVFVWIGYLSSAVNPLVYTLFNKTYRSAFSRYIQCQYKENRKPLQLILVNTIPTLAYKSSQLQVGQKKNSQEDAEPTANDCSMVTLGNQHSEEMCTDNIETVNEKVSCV
Peg3 prom inh: Peg3 promoter activity inhibition. inhibition, % at 20 µM. HeLa PEG-Prom luciferase reporter, luminescence, overnight. 1.7% of 360,000 active;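 active = inhibition of at least 50% at 20 µM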
NR2E3 ag-1: NR2E3 (human) agonism; GST-NR2E3/biotin-RetCOR TR-FRET, 1536-well; Q9Y5X4; inhibition of corepressor binding, % at 4.78 µM; AID 2300; 0.12% of 320,000 active;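 active = percent inhibition above the cutoff of mean plus 3 SD of all tested compounds, set per screening campaign, cut at about 20% in these data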;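 also: 0% = DMSO wells and 100% = biotin wells as full block of FRET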
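system = GST-tagged NR2E3 plus biotinylated RetCOR corepressor | input = 1.35 nM GST-NR2E3 | also added = 7 nM biotin-RetCOR | schedule = 5 h incubation at 4 °C | measured by = TR-FRET with europium anti-GST and streptavidin-D2, 340 nm excitation | read-out = percent loss of FRET ratio relative to control wells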
Shn3 inh set2: inhibitors of Schnurri-3 3'UTR reporter in osteoblasts | AID 588674 | 0.52% of 360,000 active | inhibition, % at 12.5 µM | Clone20 osteoblast Shn3 3'UTR firefly luciferase, 24 h;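 active = mean inhibition of at least 75% with every replicate also reaching 75%; inconclusive = mean inhibition at least 75% but some replicate below; inactive = mean inhibition below 75%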;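 also: 0% = median of neutral control wells and 100% = pilot-screen positive control compound; some compounds past the cut are filed as inactive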
iPSC survival up: hiPSC single-cell survival enhancement; survival enhancement, % at 20 µM; ATPlite luminescence; 100% = ROCK inhibitor wells, 0% = DMSO; 0.044% of 360,000 active; in the data active = survival enhancement above about 18%;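 also: cells exposed to compounds for 16 hours before the ATP read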
HIF-2a block: inhibitors of HIF-2a; 786-0 RCC cells HIF-2a reporter, luciferase luminescence, overnight; inhibition, % at 18.8 µM; 0.72% of 360,000 active; AID 624352;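 active = inhibition of the luminescence signal of 40% or more relative to plate controls, in a single-dose primary screen at 18.75 µM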
MITF TRPM1 inh: inhibitors of MITF-driven TRPM1 promoter in melanoma cells | 0.83% of 330,000 active | inhibition, % at 12.5 µM | SK-MEL-5 TRPM1 promoter luciferase, 24 h;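 active = mean inhibition across replicates of 60% or more, whatever share of single replicates reaches that level; inconclusive = some that reach 60%, reason not given; inactive = mean inhibition across replicates below 60%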; also: values of inactives mirror those of a sister screen read the other way
PDI turbidity: PDI (human) enzyme inhibition. 0.052% of 350,000 active. PDI insulin aggregation turbidity, A650, 90 min. inhibition, % at 10 µM. AID 588391;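 active = mean inhibition across replicates of 30% or more, whatever share of single replicates reach that level; inconclusive = mean inhibition below 30% while every single replicate reaches 30%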;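 also: absorbance from insulin aggregation driven by PDI reduction with DTT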
Target sequence (P07237 whole entry, looked up): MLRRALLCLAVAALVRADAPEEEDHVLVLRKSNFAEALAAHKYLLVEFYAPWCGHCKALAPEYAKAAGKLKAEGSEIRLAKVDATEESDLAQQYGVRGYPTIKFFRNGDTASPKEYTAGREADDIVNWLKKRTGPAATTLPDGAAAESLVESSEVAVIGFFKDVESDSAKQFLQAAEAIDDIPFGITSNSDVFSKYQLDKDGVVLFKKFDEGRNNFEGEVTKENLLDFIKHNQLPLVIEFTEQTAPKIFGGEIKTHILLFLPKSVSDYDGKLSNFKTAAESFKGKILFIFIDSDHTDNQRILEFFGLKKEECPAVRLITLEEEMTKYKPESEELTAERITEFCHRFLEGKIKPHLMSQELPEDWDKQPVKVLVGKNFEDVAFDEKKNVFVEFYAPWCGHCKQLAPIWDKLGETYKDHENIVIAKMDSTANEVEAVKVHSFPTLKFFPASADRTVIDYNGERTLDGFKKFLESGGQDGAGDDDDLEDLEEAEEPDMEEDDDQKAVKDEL
NR2E3 ag-2: human photoreceptor-specific nuclear receptor agonism | CHO-S Gal4-NCOR/VP16-NR2E3 two-hybrid, luciferase | AID 602229 | Q9Y5X4 | inhibition of corepressor binding, % at 3.98 µM | 0.35% of 360,000 active;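 active = inhibition above the mean of all tested compounds plus 3 SD, cut at about 70% in these data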;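 also: 0% = DMSO with NR2E3 transfected cells and 100% = cells lacking NR2E3 construct; higher means lower luciferase signal from less NR2E3 corepressor binding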
Cardio protect: protects H9c2 cardiomyocytes from peroxide injury; H2O2 injury protection, ATPLite, 2 h; protection from H2O2 cell death, % at 20 µM; 0.63% of 360,000 active; AID 588492;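 active = compounds giving at least 50% protection of heart cells from peroxide-induced death in the single-dose screen, raw or plate-pattern-corrected value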;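 also: 0% = DMSO wells with peroxide and 100% = DMSO wells without peroxide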
CaV13 FRET inh: Disruptors of the CACNA1D IQ motif to Ca2+-dependent inactivation inhibitor domain association, primary screening, Förster resonance energy transfer in intact living …; inhibition, % at 12.3 µM; AID 743397; HEK cells, CFP/YFP FRET ICDI-IQ, plate reader, 10 min; percent FRET-ratio fall versus neutral wells; 0.098% of 340,000 active;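 active = mean replicate inhibition of at least 30% and at least 1% of replicates passing that level; inconclusive = only one of the two criteria is met; inactive = neither criterion is met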;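 also: 0% = median of the neutral control wells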
Starred values were filed as active, the others as inactive; ? = inconclusive; nt = not tested or not shown.

SMILES	HTR2A ag	Peg3 prom inh	NR2E3 ag-1	Shn3 inh set2	iPSC survival up	HIF-2a block	MITF TRPM1 inh	PDI turbidity	NR2E3 ag-2	Cardio protect	CaV13 FRET inh
O=C(COc1ccccc1F)OCC(=O)c1ccc([N+](=O)[O-])cc1	4.2	11.0	nt	-1.0	-2.7	-9.7	4.0	12.1	-18.7	0.4	-6.5
CCCCOc1ccc(NC(=O)CSCC(=O)OCC)cc1	-1.6	2.6	-0.8	-6.6	-1.1	9.3	7.8	0.3	-9.5	0.3	-6.2
O=C(O)CCC(=O)Nc1cccc(C(=O)Nc2ccc(Br)cc2)c1	5.2	-23.9	0.3	-12.7	0.7	-24.2	7.9	-2.6	-13.8	2.0	-5.2
CCC(=O)N1c2ccc(S(=O)(=O)N3CCCC3)cc2CC1C (configuration not stated)	15.0*	-6.8	-1.2	14.0	-0.3	3.8	-9.5	3.8	-18.7	0.5	-16.5
CCC(C)N(C(=O)COc1ccc(Cl)c2cccnc12)C1CCS(=O)(=O)C1 (configuration not stated)	-0.7	-1.7	4.7	5.9	-0.3	11.6	4.2	0.8	-11.5	-6.8	-6.0
Cc1nn(C)cc1C(C(=O)NC1CCCCC1)N(C(=O)Cc1cccs1)c1ccc(F)cc1 (configuration not stated)	-1.9	12.1	-2.9	4.2	3.4	10.0	-14.3	0.9	4.5	3.8	-2.7
Cc1ccc(C(=O)OC(C)C(=O)NC(C)CCc2ccccc2)o1 (configuration not stated)	1.0	3.8	0.8	-4.8	-1.9	9.0	nt	13.8	0.6	-4.0	-14.6
COc1cc(NC(=O)c2cc(-n3cnnc3)ccc2Cl)cc(OC)c1	3.0	16.9	2.0	-6.0	-0.9	14.7	9.8	-0.7	-6.4	4.8	-5.1
COc1ccccc1NC(=O)Cc1nnc(SCC(=O)c2ccc(F)cc2)n1C	9.9	8.5	1.5	31.6	-0.1	11.4	8.9	-0.1	6.9	2.5	-2.6
C[C@H](NC(=O)c1nc[nH]c1C(=O)N[C@@H](CCCCNC(=O)OC(C)(C)C)C(=O)OC(C)(C)C)C(=O)OC(C)(C)C	0.0	-50.0	-0.4	-0.4	1.1	17.5	13.9	0.4	-26.3	13.2	-5.6
O=C(NCc1ccccc1)C(c1cccnc1)N(C(=O)c1ccccn1)c1cccc(F)c1 (configuration not stated)	-5.0	-0.6	-0.6	-5.5	0.2	-6.7	-11.7	7.6	-8.0	2.5	-4.3
FC(F)(F)c1cccc(NCc2n[nH]c(=S)n2C2CCCCC2)c1	6.1	12.2	-4.5	6.1	0.0	20.9	8.6	-2.8	-9.9	-12.5	-17.0
O=C(NCc1cccc(C(F)(F)F)c1)c1ccc2nc([C@H]3C[C@H](O)[C@@H](CO)O3)[nH]c2c1	-11.0	1.1	nt	-5.4	4.5	-11.6	nt	-0.3	-2.2	-1.5	-12.7
CCOC(=O)C1(CCc2ccccc2)CCN(C(=O)[C@@H]2C[C@@H](C)NC(=S)N2)CC1	-3.5	-25.6	-1.3	-14.1	1.5	-30.9	0.5	-1.6	-20.6	-3.6	-1.2
O=C1CCC(=O)N1OCCOc1ccc2c(c1)CCC2	-3.0	-0.3	0.1	13.0	-1.4	-32.4	-12.4	-10.0	-26.4	10.1	-6.1

Copied from the list.
In PDI turbidity, `FC(F)(F)c1cccc(NCc2n[nH]c(=S)n2C2CCCCC2)c1` is listed with -2.8
In NR2E3 ag-2, `C[C@H](NC(=O)c1nc[nH]c1C(=O)N[C@@H](CCCCNC(=O)OC(C)(C)C)C(=O)OC(C)(C)C)C(=O)OC(C)(C)C` is listed with -26.3

New compounds follow:
SMILES	HTR2A ag	Peg3 prom inh	NR2E3 ag-1	Shn3 inh set2	iPSC survival up	HIF-2a block	MITF TRPM1 inh	PDI turbidity	NR2E3 ag-2	Cardio protect	CaV13 FRET inh
CC(NC(=O)c1ccc(F)cc1)C1CC2CCC1C2 (configuration not stated)	-1.4	3.3	0.9	-32.0	-0.3	1.0	21.7	2.4	-7.9	-2.7	-3.8
CCC(C)(C)NC(=O)C(c1ccc(OC)cc1)N(C(=O)CCC(=O)Nc1cc(C)on1)c1ccc2c(c1)OCO2 (configuration not stated)	-1.4	1.4	3.7	-8.8	0.9	-4.7	-2.0	-2.1	-17.9	-1.4	-3.2
C=CCN(C(=O)c1csnn1)C(C(=O)NC1CCCCC1)c1ccc(F)cc1 (configuration not stated)	-4.0	6.7	2.6	-3.6	-0.1	10.1	nt	5.0	-46.1	3.5	-3.1
Cc1cccc(OCC(=O)Nc2ccc(N3CCN(C(=O)c4ccccc4)CC3)cc2)c1	3.3	0.2	2.5	19.2	-0.4	13.2	14.4	-2.4	0.3	-8.8	-4.9
CCN(Cc1ccccc1)C(=O)c1cc(S(=O)(=O)N2CCOCC2)ccc1N1CCCC1	4.2	4.9	-2.2	0.2	-0.2	3.6	-0.2	2.3	-7.5	0.5	-6.0
CCCCOCCCNC(=O)C[C@@H]1C[C@@]2(C(=O)OCC)CCC=C2N(Cc2ccc(Cl)cc2Cl)C1=O	1.5	nt	nt	nt	0.3	0.8	nt	nt	15.0	nt	-6.7
CCc1nc2c(c(=O)c3ccccc3n2C)c(=O)n1C1CCCCCC1	3.6	-18.5	-0.8	0.7	2.2	24.0	?	-1.4	-7.2	3.6	-4.2
CCCOc1ccc(C2C(C(=O)OC)=CN(CCOC)C=C2C(=O)OC)cc1	-0.7	-3.8	3.0	12.5	-1.8	-3.5	9.3	2.1	-3.3	3.3	-3.6
N=c1c(C(=O)NCCN2CCOCC2)cc2c(=O)n3ccccc3nc2n1CCc1ccccc1	-8.2	-38.8	-0.8	-30.0	-0.1	-6.7	-18.6	-6.9	-36.7	29.3	21.1
O=C(Nc1ccc(Cl)cc1C(=O)NCCN1CCOCC1)c1ccc(Cl)cc1Cl	-4.2	4.8	-0.8	0.6	3.7	14.9	7.7	-5.4	-12.2	1.4	-5.0
CCOC(=O)CCc1c(C)c2c(C)nn(-c3ccccc3)c2[nH]c1=O	2.0	14.1	4.1	-3.8	-1.7	5.6	-0.5	-4.5	6.2	-6.3	-5.7
CN(Cc1ccccc1)C(=O)c1c[nH]c2ccc(S(=O)(=O)N3CCOCC3)cc2c1=O	3.8	-63.9	-4.6	-4.5	-0.9	27.2	6.1	11.7	6.7	1.0	-7.8
COCCNC(=O)COc1ccc(Br)cc1Cl	4.4	-75.2	1.2	-28.7	-2.1	-111.7	-8.4	10.3	-22.8	-1.0	nt
Cc1ccc(S(=O)(=O)N(c2nc(N(C)C)nc(N(C)C)n2)n2cnnc2)cc1	-0.1	7.6	0.8	8.3	1.1	15.7	-4.4	-2.5	-1.7	4.4	-9.9
CCC(C)NC(=O)c1ccc2nc(-c3ccc(OC)c(OC)c3)c(-c3ccc(OC)c(OC)c3)nc2c1 (configuration not stated)	-0.1	30.9	-0.3	12.7	0.5	5.2	-3.3	-2.8	-2.1	70.8*	-4.5
O=C(Nc1ccc(Oc2cccnc2)cc1)c1cccc([N+](=O)[O-])c1	-0.4	-180.7	-0.1	12.1	-0.1	-124.7	-19.2	3.3	-41.8	-3.1	nt
Cc1ccc(NC(=O)CSCC(=O)NCCc2ccccn2)c(C)c1	4.1	-3.7	1.7	13.7	-0.2	8.7	-6.1	5.7	11.5	3.9	-0.1
CC(C)NC(=O)C(=O)NCCCN1CCOCC1	2.5	10.1	3.4	-7.1	-1.2	8.6	7.4	-1.8	1.2	-8.5	-7.2
Cc1ccc(C(=O)/C=C/c2cc(Br)cc(Br)c2O)o1	-5.7	30.6	-0.1	-0.7	0.1	25.1	8.3	-2.6	28.7	-5.4	-3.3
N#Cc1ccc(C2=NC(C(F)(F)F)(C(F)(F)F)c3c(n(Cc4ccco4)c(=O)[nH]c3=O)N2)cc1	-0.6	21.0	-0.2	-38.1	3.7	12.8	1.8	4.9	-25.0	-10.0	-5.8
COc1ccc(N2Cc3ccccc3C2=NC(=O)c2cncc(Br)c2)cc1	2.9	-107.9	-3.6	-37.6	0.5	-122.8	-35.2	1.9	-19.6	-1.4	-19.5
CCOc1ccc(NC(=O)CN(C)C(=O)CSCc2cccc(C)c2)cc1OCC	-2.7	14.8	-6.2	12.5	0.1	-0.3	-5.9	-0.3	-30.7	-3.8	-1.4
Cc1c(NC(=O)CCC(=O)N2CCOCC2)c(=O)n(-c2ccccc2)n1C	-2.2	7.9	-1.7	8.9	-0.8	5.5	15.7	-3.0	7.2	6.7	-1.3
CCC(=NCCc1ccccc1)C1=C(O)CCC1=O	6.0	-4.9	1.7	9.4	0.1	12.1	0.8	-11.5	-9.1	10.7	-5.2
COc1ccc(OCCNC(=O)c2ccccc2OCC(=O)N2CCCCC2)cc1	-2.1	6.3	-1.8	44.5	6.2	-22.8	-0.9	3.0	-13.8	-8.0	-7.1
CSCCC(C(=O)Nc1c(C)cccc1C)N1CCN(c2ccc(F)cc2)CC1 (configuration not stated)	5.7	10.2	nt	11.3	-1.1	-2.2	nt	nt	4.2	2.2	-3.3
O=C(NCCCc1ccccc1)c1c(O)nc2sccn2c1=O	-4.0	25.7	-2.4	10.8	-0.1	-17.1	-0.5	1.6	-62.5	2.4	-5.7
CC(=O)c1ccc(S(=O)(=O)N2CCN(CC#N)CC2)cc1	8.3	3.8	-0.8	8.9	-0.6	11.4	-4.2	-2.3	-1.0	13.5	-5.2
O=C(Oc1ccc(/C=N/NC(=O)c2ccccn2)cc1)c1cccc(Br)c1	-0.5	-153.0	nt	-86.7	-0.4	-89.6	-36.9	-6.0	-43.3	0.3	-9.6
CC(=O)c1coc2ccc(OCCN3CCCCC3)cc12	5.1	-5.0	-0.2	-11.1	1.4	-24.1	-0.4	1.8	8.4	2.9	-9.3
Nn1c(SCC(=O)Nc2ccc(S(N)(=O)=O)cc2)nnc1C(F)(F)F	0.1	-9.4	2.2	9.2	-0.7	18.4	-0.9	-1.5	20.4	1.9	-1.8
O=C(N/N=C/C(Cl)=C/c1ccc([N+](=O)[O-])cc1)C(=O)Nc1ccccc1C(=O)O	4.9	13.5	1.3	16.0	-0.3	2.5	24.8	0.2	-3.6	-1.6	-16.8
CC(=O)Nc1ccc(S(=O)(=O)N(C)CC(=O)OCCOc2cccc(C)c2)cc1	-7.4	2.7	6.4	0.5	0.3	4.3	-0.2	-2.6	-10.1	6.7	-6.4
O=C(CCOc1ccccc1)Nc1ccccc1F	-10.6	-104.4	1.5	-7.7	0.3	-106.0	-47.4	6.0	-11.4	-0.6	nt
Cc1ccc2nc(NC(=O)CCn3cccc3)sc2c1	-4.5	-133.4	-0.3	-36.1	1.7	-208.5	-50.6	-11.3	-76.5	-5.7	-20.0
COc1ccccc1C(=O)Nc1cccc(C(=O)c2ccccc2)c1	-6.9	-57.3	0.5	0.1	3.6	-118.4	-25.7	6.9	-24.8	5.7	-5.4

Assay outcomes as filed in PubChem BioAssay.
